Source: PubChem (several laboratories)
PhoP inhibition: inhibitors of PhoP regulon expression, primary screen, Salmonella Typhimurium, GFP reporter (AID 1863); S. Typhimurium PhoP-regulated promoter GFP reporter, 4 h; higher % means a stronger effect; 0.16% of 300,000 active; one-dose inhibition, % at 50 µM; IC50 in µM for titrated hits;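 active = inhibition over 29.93%, a cutoff 3 SD above the screen mean, later confirmed by dose response; inconclusive = inhibition over 29.93% but no dose response follow-up; inactive = inhibition at most 29.93% or unconfirmed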;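 note: 0% = low Mg2+ inducing control and 100% = high Mg2+ repressing control; strong numbers were not always called active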
SV40 large T antigen: SV40 large T antigen inhibitors, biochemical (AID 1903) | 0.39% of 310,000 active | inhibition, % at 20 µM, or IC50 in µM where a hit was titrated | SV40 large T antigen ATPase/helicase inhibition assay; higher % means a stronger effect; in the data active = a potency from the dose series; inconclusive = inhibition mostly from about 32% at the one dose, without a potency; inactive = the rest, 99 in 100 with inhibition below about 32%; note: strong numbers were not always called active
NTR1 agonist: agonists of NTR1, primary screen, imaging, U2OS cells, beta-arrestin-GFP, high content (AID 493036). Neurotensin receptor type 1 (Homo sapiens), P30989. NTR1-U2OS beta-arrestin-GFP spot imaging, agonist mode. activation, % at 20 µM. 0.17% of 330,000 active;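 active = activation at or above 40% of the spot to cytoplasm intensity ratio, with at least 20 cells analyzed; inconclusive = wells under 20 cells, flagged as cytotoxic or low count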;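 note: 0% = DMSO without peptide and 100% = 100 nM NTR1 peptide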
Target sequence (P30989 whole entry, looked up): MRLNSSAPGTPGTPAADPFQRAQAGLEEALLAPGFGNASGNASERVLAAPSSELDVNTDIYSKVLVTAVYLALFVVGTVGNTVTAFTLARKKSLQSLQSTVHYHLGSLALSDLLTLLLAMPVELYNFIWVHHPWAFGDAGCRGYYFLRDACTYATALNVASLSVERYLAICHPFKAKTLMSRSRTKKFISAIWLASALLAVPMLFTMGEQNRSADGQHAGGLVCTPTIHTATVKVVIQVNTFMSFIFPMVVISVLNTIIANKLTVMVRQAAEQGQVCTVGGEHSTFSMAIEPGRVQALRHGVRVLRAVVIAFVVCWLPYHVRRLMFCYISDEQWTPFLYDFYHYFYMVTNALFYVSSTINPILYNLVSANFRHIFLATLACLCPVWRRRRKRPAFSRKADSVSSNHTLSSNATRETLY
Myeloid diff MLP: induction of myeloid progenitor differentiation, primary screen, cell-based, flow cytometry, MLPCN library; ER-HoxA9 myeloid progenitors, lysozyme-GFP differentiation; calls only at 10 µM; 1% of 360,000 active; AID 624256, 2012;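 active = normalized GFP-positive differentiation at or above the plate's own cutoff, the solvent-only control mean plus 3 SD; inconclusive = no clear call, values can overlap the other calls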;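 note: cells exposed to compound for four days before flow analysis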
RSV antiviral HEp-2: RSV antiviral activity via CPE protection, HEp-2 cells, primary 10 µM value included (AID 2391); HEp-2 cells, RSV-induced CPE inhibition; higher % means a stronger effect; CPE inhibition, % at 10 µM; hits with a dose series show IC50 in µM; 0.13% of 310,000 active; in the data active = a potency from the dose series; inconclusive = CPE inhibition mostly from about 23% at the one dose, without a potency; inactive = the rest, 99 in 100 with CPE inhibition below about 21%; note: strong numbers were not always called active
TNAP activation fold: human TNAP enzyme activators, primary screen, biochemical, luminescent, no phosphate acceptor, uHTS (AID 1001) | Alkaline phosphatase, tissue-nonspecific isozyme (Homo sapiens) | 0.03% of 200,000 active | one-dose activation fold at 20 µM; EC50 in µM for titrated hits | purified TNAP, luminescent activation assay, no phosphate acceptor; higher activation fold means a stronger effect; in the data active = activation fold from about 3, or a potency from the dose series; inactive = the rest, 99 in 100 with activation fold below about 1.6; note: many of its hits are not listed in these tables
Rac1 GTP hydrolysis: MgcRacGAP GTPase-activating activity inhibitors, confirmation, biochemical, ADP Hunter fluorescence; Rac GTPase-activating protein 1 (Homo sapiens); MgcRacGAP-stimulated Rac1 GTP hydrolysis, ADP Hunter fluorescence; higher % means a stronger effect; GST-tagged Rac1 F28L mutant substrate; one-dose inhibition, % at 30 µM; IC50 in µM for titrated hits; 0.6% of 340,000 active;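 active = first-screen hits whose inhibition reached a set limit at any dose in the follow-up dose series; inconclusive = inhibition above the set first-screen limit but never retested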;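 note: fluorescence reports GDP produced by GAP-driven GTP hydrolysis; strong numbers were not always called active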
T cell modulator: modulators of CD8 T cell-vesicle binding, primary screen, mouse 2C CD8+ T cells, flow cytometry | 2C CD8+ T cell-vesicle binding; stronger effect = lower value | AID 2052, 2009 | 0.068% of 330,000 active | calls only at 7 µM;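 active = response, share of CD8 T cells binding vesicles, and their 90th percentile fluorescence all below set limits, cut at about 80% in these data, passing the limit was not always enough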
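incubation = binding step 1.5 h, 37 °C, antibody labelling 20 min, ice | test system = 2C mouse CD8+ T cells | read-out basis = percent CD8+ FL2 mean versus row control | controls = Peptide-free naked vesicles (low) and QL9 vesicles with 0.7% DMSO vehicle (high) | detection = flow cytometry of vesicle-bound cells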
K1F lysis inhibition: inhibition of K1F phage lysis, E. coli UTI89, bacterial capsule biogenesis inhibitors, alamar blue (AID 488966). E. coli UTI89 K1F phage lysis, alamar blue, 2 h; higher % means a stronger effect. one-dose inhibition, % at 100 µM; IC50 in µM for titrated hits. 0.02% of 340,000 active;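 active = phage lysis inhibition, versus mean bacterial control, above a set limit; inconclusive = no clear call, values can overlap the other calls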;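 note: capsule biogenesis inhibitors block K1F phage lysis so surviving cells raise fluorescence; higher fluorescence means more inhibition of phage lysis; actives were called in the ten point dose series up to 300 µM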
T cell modulator vesicle-bound %: recorded beside T cell modulator, whose call it bears; double positive events, %; measured here: CD8+ vesicle-bound cell fraction;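 binding gate set so that unloaded-vesicle control wells show 10% double positive cells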
NTR1 agonist cell count 20 µM: second read-out of NTR1 agonist, no call of its own (marks repeat the call); cell count; measured here: cell count, cytotoxicity flag
Myeloid diff MLP GFP+ MAC1+ %: recorded beside Myeloid diff MLP, whose call it bears; GFP+ MAC1+ double positive, %; measured here: differentiation confirmed by MAC1 staining
* hit, by the source's call; i = inactive; ? = inconclusive; nt = not tested or not shown; [ ] = dose if it differs, or a comment.

SMILES	Myeloid diff MLP	T cell modulator	K1F lysis inhibition	Rac1 GTP hydrolysis	Myeloid diff MLP GFP+ MAC1+ %	TNAP activation fold	SV40 large T antigen	NTR1 agonist cell count 20 µM	NTR1 agonist	T cell modulator vesicle-bound %	PhoP inhibition	RSV antiviral HEp-2
CC(=O)Nc1ccc(NC(=O)c2cc(-c3ccc(C)cc3O)n[nH]2)cc1	i	i	0.1%	nt	1.6	nt	5%	72	-0.6	16	-4%	5.9%
CSc1nc(N)n2nc(-c3ccccc3)cc2n1	i	i	nt	nt	0.3	nt	2%	39	-0.4	14	0%	nt
O=C(c1ccc(Cl)c(S(=O)(=O)N2CCCC2)c1)N1CCN(c2ccccn2)CC1	i	i	2.2%	1%	10	1.1	21%	85	1.6	18	3%	nt
COc1cc2[nH]c(C(=O)N3CCC(Cc4ccccc4)CC3)cc2c(OC)c1OC	i	i	0.2%	5%	0.6	nt	8%	124	4.1	38	7%	6.2%
CNC(=O)C1=C(C)NC(=S)NC1c1cc2c(cc1OC)CCCC2 (centres undefined)	i	i	0.6%[50 µM]	4%	1.5	1.1	6%	57	0.7	58	-6%	2.6%
COc1cc(-c2nc(-c3ccccc3)c(-c3cccs3)[nH]2)cc(OC)c1OC	i	i	4.3%	0%	7.1	1.1	13%	56	8.9	56	14%	0.4%
COc1ccccc1C(=O)Nc1ccccc1N1CCCCC1	i	i	0.0%	6%	0.5	nt	11%	66	15	20	-5%	15%
CS(=O)(=O)n1nc(-c2ccccc2)nc1NCc1ccco1	i	i	0.3%	2%	1.0	1	6%	63	0.0	34	5%	1.6%
Cc1cc(C)c(C)c(OC(=O)c2sc(Cl)nc2C)c1	nt	i	0.0%[50 µM]	-1%	nt	1	24%	82	8.4	44	8%	5.7%
O=C(Nc1ccc(F)c(F)c1)c1cccnc1	i	i	0.6%	1%	0.7	1.1	-8%	54	0.1	23	12%	2.0%
CC(C)Cn1cc(C(=O)N2CCN(c3ccccn3)CC2)c2c3ccccc3n(C)c2c1=O	i	i	3.9%	11%	0.9	1.1	1%	59	8.0	46	11%	1.2%
CCSc1nnc(-c2ccc(S(=O)(=O)N3CCOCC3)cc2)n1C	i	i	0.0%	2%	0.8	nt	5%	67	0.6	38	10%	0.1%
CN(C)S(=O)(=O)c1ccc(Cl)c(NC(=O)COC(=O)C2CCCO2)c1 (centres undefined)	i	i	0.3%	8%	0.4	nt	1%	58	-0.2	47	nt	1.4%
COc1ccc(NC(=O)c2ccc(OC(=S)N(C)c3ccc(OC)cc3)cc2)cc1	i	i	0.0%	7%	0.5	1.1	-6%	71	0.7	56	-4%	0.1%
O=C(Nc1cccc(-c2nnc(-c3ccco3)o2)c1)c1ccccc1	i	i	nt	nt	0.2	1	-2%	58	0.4	40	3%	4.4%
CCCCOC(=O)c1ccc(NC(=O)CSc2nnnn2C)cc1	i	i	0.5%	-7%	0.7	1.1	67%	51	-0.4	23	8%	0.5%
COc1ccc(NC(=O)CCCCCN2C(=O)CCC2=O)cc1Cl	i	i	2.4%	1%	5.3	0.9	14%	57	-1.4	17	-2%	0.7%
CC(C)Oc1ccc(C(=O)N2CCCc3ccccc32)cc1	i	i	6.6%	2%	1.6	1.1	3%	69	-1.0	29	-10%	6.0%
COc1cc(C(CCN2CCCCC2)c2c(OC)cc(OC)c3c(C)cc(=O)oc23)cc(OC)c1OC (centres undefined)	i	i	0.5%	11%	2.0	nt	2%	108	-2.9	39	-3%	-1.7%
O=C(O)CCCC(=O)N(Cc1ccccc1)Cc1ccccc1	i	i	-0.2%	-1%	1.3	1.1	9%	86	-2.0	28	-9%	0.5%
Oc1ccc(Br)cc1CNc1ccccn1	i	i	1.1%[50 µM]	2%	0.3	nt	5%	79	1.5	4	11%	1.6%
CCN(Cc1nc(-c2cccc(C)c2)no1)C(=O)c1ccc2c(c1)OCO2	i	i	0.3%	4%	1.1	nt	6%	47	-0.7	43	-2%	?
O=c1[nH]c(=S)[nH]nc1Cc1ccccc1	i	i	0.4%	0%	0.5	1	4%	80	-4.0	17	-8%	2.3%
Cc1c(NS(=O)(=O)c2cccc(C(=O)NCc3ccccc3Cl)c2)c(=O)n(-c2ccccc2)n1C	i	nt	0.2%[50 µM]	3%	0.4	nt	nt	55	0.7	nt	nt	nt
CCN(C(=O)COC(=O)CNC(=O)C12CC3CC(CC(C3)C1)C2)C1CCS(=O)(=O)C1 (centres undefined)	i	i	0.1%	9%	0.1	1.1	5%	75	0.7	56	-4%	0.7%
C=CCNCCCOc1ccc(Cl)cc1C(C)(C)C	i	i	7.4%	23%	0.2	1.1	6%	83	3.1	59	10%	2.4%
COc1ccc(OC)c(S(=O)(=O)NC2CC(=O)N(c3cccc(F)c3)C2)c1 (centres undefined)	i	i	1.5%[50 µM]	3%	0.3	nt	10%	53	-0.8	45	1%	0.1%
CN(C)C1C(=O)c2ccccc2C1=O	i	i	-0.9%	6%	0.3	1.1	17%	60	0.4	40	-4%	2.5%
O=C(Nc1ncc([N+](=O)[O-])s1)c1ccccc1Br	i	i	-1.3%	9%	0.7	nt	9%	56	1.8	58	-1%	2.1%
O=C(O)c1c[nH]c(=O)c2ccccc12	i	i	0.1%	14%	0.6	1	-4%	78	1.3	48	1%	3.0%
CCOCCc1nnc(NC(=O)Cc2ccc(Br)cc2)s1	i	i	7.7%	5%	1.8	1.2	4%	53	0.6	12	13%	2.1%
Cc1cccc(CSC2=CS(=O)(=O)c3ccccc3N2)c1	i	i	0.8%[50 µM]	4%	0.7	1	20%	64	3.8	51	14%	17%
COc1cc(C(=O)Nc2cccc(-n3cnnn3)c2)cc(Cl)c1OC	i	i	0.4%	4%	0.0	nt	14%	18	-1.2	8	-1%	?
Cc1ccc(N2CCN(C(=S)c3ccc(-c4ccccc4[N+](=O)[O-])o3)CC2)cc1	i	i	-1.4%	1%	1.3	nt	35%	59	6.7	37	-13%	12%
Cc1cc2nc(N3CCN(C(=O)c4ccco4)CC3)sc2cc1C	i	i	0.2%[50 µM]	6%	0.6	nt	9%	54	1.0	55	0%	9.5%
CC1(C)CC(=O)N(CC(=O)O)c2ccccc2S1	i	i	i	3%	0.6	1.1	1%	63	0.0	6	-10%	0.6%
O=C(c1ccco1)N1CCN(c2nc(C(F)(F)F)nc3c2nnn3Cc2ccccc2)CC1	i	i	11%	4%	0.9	1	3%	76	6.6	58	-2%	21%
CCC1(C)NC(=O)N(CC(=O)N2CCN(c3cccc(Cl)c3)CC2)C1=O (centres undefined)	i	i	0.5%[50 µM]	-1%	0.3	nt	nt	50	1.7	41	nt	2.5%
COc1ccc(C(=O)Nc2ccc(Cl)cn2)cc1S(=O)(=O)N1CCCC1	i	i	0.5%[50 µM]	2%	1.2	nt	nt	45	-1.1	42	nt	2.2%
CCN(CC)S(=O)(=O)c1cccc(C(=O)Nc2sc3c(c2C(N)=O)CCCC3)c1	i	i	3.2%	9%	5.6	1.1	11%	58	6.2	31	0%	-0.3%
Cc1c(C(=O)N2CCc3ccccc3C2)oc2ccc(S(=O)(=O)N3CCCCCC3)cc12	i	i	-0.4%	-6%	0.2	1.1	7%	73	0.0	41	-3%	7.5%
C=CCOC(=O)C1=C(C)NC2(O)c3ccccc3C(=O)C12O (centres undefined)	i	i	-0.1%	-3%	0.3	1	10%	58	-0.7	60	-8%	1.1%
COc1ccc(OC)c(C(=O)Cn2nnc3ccccc3c2=O)c1	i	i	2.7%	14%	4.5	1	3%	63	1.7	15	4%	2.1%
Cc1ccc(NC(=O)C2CCCN2S(=O)(=O)c2cccc3cccnc23)c(C)c1 (centres undefined)	i	i	0.1%	10%	1.3	nt	10%	81	-0.5	34	4%	1.9µM*
CCN1CCc2nc3sc(C(=O)N4CCc5ccccc5C4)c(N)c3cc2C1	i	i	-0.3%	11%	3.6	nt	15%	44	4.0	23	9%	-0.4%
O=C(N/N=C/c1ccco1)c1ccn[nH]1	i	i	-0.1%	-11%	1.6	1.6	4%	50	0.0	50	-2%	0.5%
COc1ccc(OC)c(NC(=O)CSc2nncc(=O)n2N)c1	i	i	0.1%	4%	1.4	nt	21%	49	-0.4	61	-1%	0.2%
O=C1Nc2ccc(Cl)cc2C12Nc1ccccc1-c1nnc(SCc3ccccc3F)nc1O2 (centres undefined)	i	i	0.5%	5%	0.8	1	6%	nt	nt	31	4%	3.5%
